ALOX12 inh: Primary qHTS assay for inhibitors of human arachidonate 12S-lipoxygenase (ALOX12): Round 2; Polyunsaturated fatty acid lipoxygenase ALOX12 (Homo sapiens), P18054; purified 12hLO, xylenol orange hydroperoxide absorbance; Potency, µM (top dose mostly 108 µM), inactives show at the highest dose activity change, negative = inhibition, actives largely listed as inhibitors; 1.1% of 580,000 active; also: potency is read from the fitted curve at half-maximal effect; % is scaled to controls: 0 for no effect and ±100 for the full control effect
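Purified human 12hLO at 150 nM in 25 mM Hepes, 0.01% Triton X-100, pH 7.0, preincubated 15 min at room temperature with compound. Reaction started with 40 uM arachidonic acid, 30 min at room temperature. Hydroperoxide measured by Fe-xylenol orange, 573/405 nm absorbance ratio.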
RGS4 inh: Inhibitors of Regulator of G Protein Signaling (RGS) 4: qHTS; Regulator of G-protein signaling 4 (Homo sapiens), P49798; Transcreener GDP fluorescence polarization, RGS4-accelerated GTP hydrolysis; Potency, µM (top dose mostly 114 µM), inactives show at the highest dose activity change, negative = inhibition, hits mostly inhibitors; 0.039% of 390,000 active; AID 504845, 2011; also: potency is read from the fitted curve at half-maximal effect; % is scaled to controls: 0 for no effect and ±100 for the full control effect; nearly all actives have a fitted effect of over 75% in size; some results filed as inactive show a strong effect at the top dose
Target sequence (P49798 whole entry, looked up): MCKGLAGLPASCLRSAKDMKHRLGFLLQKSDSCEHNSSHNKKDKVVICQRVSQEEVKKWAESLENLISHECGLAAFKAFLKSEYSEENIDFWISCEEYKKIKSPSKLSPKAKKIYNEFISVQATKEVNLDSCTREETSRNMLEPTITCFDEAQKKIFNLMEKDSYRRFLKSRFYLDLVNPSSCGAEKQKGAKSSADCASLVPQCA
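MLSMR compounds (23 nl, pin-transferred) preincubated 10 min at room temperature with a 500nM (2x) first reagent, then RGS4 at 900nM (2x) plus Transcreener GDP mix added; fluorescence polarization (620/688 nm) read before and after 90 min at 30 °C.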
ERG-DNA inh: qHTS for Small Molecule Inhibitors of the ERG Ets/DNA interaction | Transcriptional regulator ERG (Homo sapiens), P11308 | 0.028% of 370,000 active | fluorescence polarization, His-ERG Ets domain / labelled DNA | AID 624246, 2012 | Potency, µM (titrated, usually from 76.9 µM), for the others: at the highest dose FP activity, negative = inhibition, actives largely listed as inhibitors; active = well fitted inhibition curve with a large enough effect in the polarisation, with a control signal flat; inconclusive = small, poorly fitted or top-dose-only effect, or effect the other way, or a change in a side signal; inactive = no such curve, though single readings can be large or run the other way; the % refers to the polarisation;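 also: polarization taken with two DNA probes labelled with fluorescein and Texas red; potency is read from the fitted curve at half-maximal effect; % of control where 0% means no effect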
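His-tagged ERG Ets domain (1 uM in the protein solution; 300mM KCl, 50mM Tris-HCl, 1mM EDTA, 1mM DTT, pH 7.5) received compound, then a probe mix of 5 nM fluorescein-DNA and 100nM Texas-615-DNA. Fluorescence polarization was read for both dyes.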
Pol kappa inh: qHTS for Inhibitors of Polymerase Kappa; purified Pol kappa, fluorescent DNA synthesis assay, 10 min; Potency, µM (doses to about 107 µM), inactives show top-dose activity, negative = inhibition, hits mostly inhibitors; 0.53% of 400,000 active; also: potency is read from the fitted curve at half-maximal effect; % is scaled to controls: 0 for no effect and ±100 for the full control effect
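Kinetic fluorescence readout at 0 and 10 min followed reaction start with substrate at 50 nM final. Beforehand, enzyme (10 nM Pol kappa) stood 15 min with compound at room temperature; buffer-only wells were negative controls.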
LDHA inh: qHTS assay for inhibitors of human lactate dehydrogenase; purified LDHA, NADH/diaphorase-resazurin fluorescence; stronger effect = lower value; L-lactate dehydrogenase A chain (Homo sapiens), P00338; 0.15% of 480,000 active; activity change, % (values are at about 110 or 230 µM); in the data active = activity change below about -30%; inconclusive = mostly about -25% to -30%;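 also: plate controls were DMSO wells for no effect and wells without enzyme for full effect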
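Human LDH5 (2 nM) was incubated with 0.06 mM NADH and 0.2 mM pyruvate for 5 min at room temperature in Tris pH 7.4. Remaining NADH was coupled through diaphorase/resazurin, and resorufin fluorescence was read at 0 and 20 min.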
Anesthetic bind: qHTS Assay for Identification of Novel General Anesthetics; Potency, µM (doses to about 77.5 µM), for the others: at the highest dose activity change, negative = displacement, actives largely listed as inhibitors; apoferritin/1-aminoanthracene competitive binding, fluorescence; 0.074% of 350,000 active; AID 485281, 2010; also: potency is read from the fitted curve at half-maximal effect; % is scaled to controls: 0 for no effect and ±100 for the full control effect; nearly all actives have a fitted effect of over 20% in size
Target sequence (P02791 2-175 limits assumed): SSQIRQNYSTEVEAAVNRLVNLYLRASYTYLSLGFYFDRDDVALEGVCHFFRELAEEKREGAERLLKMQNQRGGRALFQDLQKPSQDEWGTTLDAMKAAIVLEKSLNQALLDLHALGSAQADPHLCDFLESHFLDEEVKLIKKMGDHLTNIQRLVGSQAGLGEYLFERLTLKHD
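In PBS, apoferritin at 10 uM is loaded with 1-AMA from a 50% saturated solution. After 10 min of compound exposure at ambient temperature, reduced 535 nm fluorescence indicates probe displacement.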
POLH inh: qHTS for Inhibitors of Polymerase Eta; recombinant Pol eta, fluorescent DNA replication assay; Potency, µM (top dose mostly 114 µM), without a hit: at the highest dose activity change, negative = inhibition, actives largely listed as inhibitors; DNA polymerase eta (Homo sapiens), Q9Y253; AID 588591, 2011; 1.2% of 390,000 active; also: potency is read from the fitted curve at half-maximal effect; % is scaled to controls: 0 for no effect and ±100 for the full control effect
Target sequence (Q9Y253 whole entry, looked up): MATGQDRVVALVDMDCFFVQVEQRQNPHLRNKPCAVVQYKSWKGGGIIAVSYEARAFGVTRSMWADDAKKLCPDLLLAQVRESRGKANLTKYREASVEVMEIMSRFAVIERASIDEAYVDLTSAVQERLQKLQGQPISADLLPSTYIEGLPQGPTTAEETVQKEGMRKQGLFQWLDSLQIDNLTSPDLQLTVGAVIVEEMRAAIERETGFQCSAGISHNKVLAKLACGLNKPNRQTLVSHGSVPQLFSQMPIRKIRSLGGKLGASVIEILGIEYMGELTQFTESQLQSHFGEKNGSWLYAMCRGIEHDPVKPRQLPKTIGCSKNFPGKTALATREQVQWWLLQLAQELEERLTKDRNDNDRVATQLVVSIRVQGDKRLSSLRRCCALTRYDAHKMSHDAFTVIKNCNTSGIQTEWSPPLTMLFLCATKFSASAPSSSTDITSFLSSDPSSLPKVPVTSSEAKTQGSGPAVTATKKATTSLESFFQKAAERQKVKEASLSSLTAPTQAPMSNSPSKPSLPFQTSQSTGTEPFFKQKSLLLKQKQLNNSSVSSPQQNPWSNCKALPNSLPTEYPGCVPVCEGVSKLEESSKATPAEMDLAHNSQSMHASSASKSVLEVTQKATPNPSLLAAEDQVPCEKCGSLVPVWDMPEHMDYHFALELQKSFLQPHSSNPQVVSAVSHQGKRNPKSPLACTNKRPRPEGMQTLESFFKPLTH
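Pol eta (10 nM) was preincubated with compounds for 15 min at room temperature, after which fluorescent replication substrate (50 nM final) was added to start the reaction. Fluorescence was read kinetically at 0 and 10 min.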
APE1 inh: qHTS Assay for Inhibitors of the Human Apurinic/apyrimidinic Endonuclease 1 (APE1) | 0.35% of 350,000 active | DNA repair nuclease/redox regulator APEX1 (Homo sapiens), P27695 | Potency, µM (doses to about 65.8 µM), for the others: top-dose activity change, negative = inhibition, hits mostly inhibitors | recombinant APE1, TAMRA/BHQ-2 abasic DNA cleavage fluorescence | AID 2517, 2012;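 also: potency is read from the fitted curve at half-maximal effect; plate controls were vehicle for no effect and reference inhibitor for full effect; nearly all actives have a fitted effect of over 55% in size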
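Compound pre-exposure to 0.75 nM APE1, 15 min at ambient temperature. Reaction initiated with 50 nM TAMRA/BHQ-2 THF substrate, read immediately in kinetic mode, 525 nm excitation, 598 nm emission.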
POLB inh: qHTS Assay for Inhibitors of DNA Polymerase Beta | P06746 | Pol beta primer extension/strand displacement, fluorescence kinetic | Potency, µM (highest dose often 114 µM), for the others: at the top dose activity change, negative = inhibition, usual class: inhibitors | 1.3% of 340,000 active; also: potency is read from the fitted curve at half-maximal effect; % is scaled to controls: 0 for no effect and ±100 for the full control effect
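Pol beta (10 nM) was preincubated with compound for 15 min at room temperature. The reaction was then started with 50 nM substrate and read immediately and after a further 10 min at room temperature.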
* hit, by the source's call; u = inconclusive; x = not tested or not shown; [ ] = remark or other dose. Unless noted, calls follow the shape of the dose curve; as a rule, active = well fitted curve in the direction sought with a large enough effect; inconclusive = small, poorly fitted or top-dose-only effect, or another doubt; inactive = no such curve, though single readings can be large; an effect the other way counts as inactive or inconclusive. This is a subset; count on the stated rates, not on these rows.

SMILES | ALOX12 inh | RGS4 inh | ERG-DNA inh | Pol kappa inh | LDHA inh | Anesthetic bind | POLH inh | APE1 inh | POLB inh
COc1ccc(CNC(=O)CCc2c(C)c3ccc(OC)c(C)c3oc2=O)cc1OC | -20.8% | 13.5% | 4.7% | 13.8% | -9.8 | -0.2% | -9.7% | x | 16.2%
COc1ccccc1/C=C/C=N/n1c(-c2cc(C)[nH]n2)n[nH]c1=S | u | -33.7% | -8.5% | -17.9% | -3.1 | -10.0% | -8.8% | 1.3% | 12.6%
COc1cccc(CN2CCN(C(=O)c3oc4c(F)cccc4c3C)CC2=O)c1 | -34.1% | 26.7% | -6.4% | -8.8% | -5.9 | -19.5% | -5.2% | 48.0%[activator] | -9.8%
CN(CC(=O)Nc1ccc(F)cc1)C(=O)CN1C(=O)NC2(CCCc3ccccc32)C1=O (centres undefined) | -24.0% | -16.6% | 14.9% | -6.5% | -1.0 | -8.2% | -2.6% | 5.7% | 35.9%
Cc1cc(Nc2cc(Cl)cc(Cl)c2)nc(N)n1 | 0.0% | -6.7% | 13.4% | -0.7% | -2.7 | -8.2% | -20.8% | -4.8% | 16.0%
C=CCOc1c(OC)cc(/C=N/Nc2cccc(C(=O)O)c2)c(Br)c1Br | u | 5.3% | 2.7% | u | -0.5 | -13.5% | u | u | 50.1µM*
CC(=O)Cc1ccccc1OC(=O)c1ccco1 | 2.9% | -23.5% | -15.9% | -8.9% | -0.4 | -13.8% | -8.4% | 2.8% | -1.8%
CCCCN(C(=O)c1cccc(S(=O)(=O)N2CC(C)OC(C)C2)c1)c1c(N)n(CC(C)C)c(=O)[nH]c1=O (centres undefined) | -29.2% | 0.2% | -3.6% | -17.6% | -8.7 | -3.9% | -13.0% | 3.4% | 23.5%
Cc1c(C(=O)N2CCOCC2)c(S(=O)(=O)N2CCN(c3ccc(Cl)cc3)CC2)c(C)n1C | 23.8% | 16.3%[11.4 µM] | 4.9% | 3.3% | -0.2 | -8.3% | -14.4% | 31.7% | -2.5%
CC(=O)c1ccc(NC(=S)N2CCN(CCO)CC2)cc1 | 0.0% | 0.7% | 1.6% | -5.0% | -7.1 | -2.1% | -6.2% | 27.5% | 23.9%
COc1ccccc1NS(=O)(=O)c1cc(NC(=O)c2cccs2)ccc1N1CCCC1 | u | u | 2.0% | -2.9% | 3.5 | -13.8% | -24.1% | -0.7% | 5.5%
COc1ccc(NC(=O)Cn2c(=O)sc3ccccc32)c(OC)c1 | 457.1%[activator] | -1.9% | -6.9% | 16.2% | -2.7 | -7.9% | -6.7% | -9.6% | 5.5%
O=C(NN=Cc1ccccc1O)C1CC1 | -18.8% | 5.8% | -1.9% | 4.9% | 1.4 | x | -9.9% | x | x
COC(=O)c1ccccc1NC1OC(=O)c2ccccc21 (centres undefined) | 0.0% | 20.3% | -1.9% | 1.2% | -9.7 | -8.5% | -5.0% | 1.5% | -16.8%
O=Cc1cccn1-c1nccc(-c2ccco2)n1 | -4.8% | -19.5% | -15.2% | 3.6% | -1.3 | -12.2% | -10.0% | -0.8% | 0.7%
Cc1ccc(NC(=O)c2cccs2)cc1 | 15.5% | 7.6% | x | -15.3% | -2.0 | -13.0% | 0.1% | 0.1% | 0.8%
O=C(Nc1ccccc1Cl)O/N=C/c1ccc(F)cc1 | 0.0% | 12.3% | -4.9% | -6.3% | 5.0 | x | -12.5% | x | x
Cc1cccc(NC(=O)Cc2ccc(-c3ccccc3)cc2)n1 | 1.2% | 1.8% | -6.8% | -4.7% | -1.4 | u | -22.4% | 8.7% | 8.9%
CN(CC(=O)Nc1ccccc1Cl)C(=O)c1ccc(Cl)c(S(=O)(=O)N2CCCCCC2)c1 | -15.2% | 5.8% | -10.2% | -4.9% | 1.3 | x | -15.4% | -6.0% | x
COc1ccc(CN(CCc2ccccc2)Cc2ccccc2)cc1OC | u | 25.0% | -0.4% | -5.4% | -20.7 | 59.3%[activator] | u | 16.2% | -1.1%
O=C1CCC(=O)N1c1ccc(-c2nc3ccccc3s2)cc1 | -0.7% | 25.7% | 12.8% | -8.9% | -6.1 | -6.6% | 6.0% | 1.0% | 45.5%
CC(C)CNC(=O)COC(=O)c1c2c(nc3ccccc13)/C(=C\c1cccs1)CC2 | u | -13.7% | -7.7% | -44.3% | -1.9 | x | u | x | x
CCc1cc(=O)[nH]c(SCC(=O)N2CCOCC2)n1 | -5.7% | -6.9% | 1.8% | 10.0% | -1.3 | x | -10.3% | 22.8% | x
COc1ccc(NC(=S)N2CCOCC2)c(OC)c1 | -26.0% | -14.1% | 4.3% | -13.6% | -2.2 | -10.0% | -12.5% | -0.7% | 12.2%
O=C(NCc1cccs1)c1cc(-c2ccccc2)on1 | -8.4% | 9.3% | x | -5.3% | 1.3 | -2.7% | 12.5% | 1.4% | 16.4%

Going on with the list.
SMILES | ALOX12 inh | RGS4 inh | ERG-DNA inh | Pol kappa inh | LDHA inh | Anesthetic bind | POLH inh | APE1 inh | POLB inh
CNc1ccc(Br)cc(C(=O)/C=C/c2ccc3c(c2)OCO3)c1=O | u | u | 5.3% | 35.5µM* | 20.0 | u | 10µM* | u | 20µM*
CCOC(=O)c1ccccc1-n1c(C)cc(C2N=C(N)Nc3nc4ccccc4n32)c1C (centres undefined) | u | -0.5% | 4.8% | -16.8% | -4.6 | u | -9.4% | 2.6% | 1.2%
Cc1cccc(C)c1NC(=O)CN(C)S(=O)(=O)c1ccc2[nH]c3c(c2c1)CCCC3 | u | 16.8% | -8.1% | -13.5% | -2.1 | 57.4%[activator] | -16.1% | x | 6.3%
Cc1cccc(N(C)C(=O)c2cc(S(=O)(=O)N3CCc4ccccc43)cn2C)c1 | 29.2% | -0.4% | 3.9% | -7.2% | 0.4 | -7.0% | -14.3% | 15.3% | -2.0%
COc1ccc(CNc2nc3nc4c(c(=O)n3[nH]2)CCC4)cc1 | 57.7% | -17.6% | -5.6% | -13.4% | 2.2 | -13.2% | -10.1% | 0.1% | -2.4%
CCN1CCN(c2nc(-c3ccccc3)nc3ccccc23)CC1 | -12.7% | -4.9% | -6.4% | -1.7% | -11.4 | -11.5% | -3.8% | -1.9% | -14.9%
COc1ccc(CNc2nc(S(=O)(=O)c3ccccc3)c(Cl)s2)cc1OC | -25.9% | 10.1% | -5.9% | -9.5% | 1.4 | -10.5% | -17.2% | -3.9% | 16.1%
Cc1csc(SC(C)C(=O)NC2CCCCC2C)n1 (centres undefined) | 1.5% | -10.2% | -4.0% | u | -9.4 | x | -13.4% | 17.5% | x
Fc1ccc(C2CC(c3ccco3)n3ncnc3N2)cc1 (centres undefined) | 302.8%[activator] | -22.6% | -1.9% | 0.2% | -6.0 | 1.9% | -4.9% | -4.3% | 15.9%
O=C(CN1CCN(c2ccc(F)cc2)CC1)N(C1CCCC1)C1CCS(=O)(=O)C1 (centres undefined) | 6.5% | 1.2% | -2.1% | -3.3% | -8.0 | x | -14.7% | 4.3% | x
CCOC(=O)C1=C(C)NC(C)=C(C(=O)OCC)C1C(=O)OCC(=O)NCc1ccccc1 | -29.7% | -11.7% | 1.8% | -3.7% | -3.6 | x | -23.1% | 4.3% | x
C#CCCc1ccccc1/C=[N+](/C)[O-] | -17.6% | -34.2% | -4.6% | 17.7% | 19.9 | x | -4.3% | 32.5% | x
O=P(O)(Cc1ccccc1)Cc1ccccc1 | 6.0% | -18.4% | 4.9% | 6.3% | -0.5 | 0.5% | -12.3% | 53.1%[activator] | 0.8%
CCn1cc(C2C(C(=O)Nc3ccc(Br)cn3)=C(C)NC3=C2C(=O)CCC3)c(C)n1 (centres undefined) | 10.5% | -29.2% | 5.6% | 1.2% | 4.2 | 211.8%[activator] | -16.4% | -2.7% | 30.2%
S=C(NCc1ccccn1)Nc1ccc(Cl)cc1Cl | 0.8% | -32.5% | 1.6% | -2.5% | -4.3 | -13.2% | -17.1% | 1.5% | 58.8%
COC(=O)C1=C(C)N(Cc2ccccc2)C(=NCc2ccc(OC)cc2)N[C@H]1c1cccc(F)c1 | u | -16.5% | 2.8% | -15.9% | -11.4 | u | -8.0% | 5.5% | 23.3%
CCc1ccc(CN2CCCC(CNS(=O)(=O)c3ccc(OC)cc3)C2)cc1 (centres undefined) | -23.4% | 17.1% | 2.9% | -3.8% | -2.4 | -20.6% | -9.9% | 4.3% | 4.0%
Cc1c(/C=N/Nc2nc3ccccc3[nH]2)c2ccccc2n1C | u | -17.2% | -4.5% | -9.6% | -3.7 | -3.0% | -19.1% | 16.0% | 0.8%
COc1ccc(CNc2ncnc3c2[nH]c2cc(OC)c(OC)cc23)cc1 | 417.4%[activator] | 3.4% | 1.2% | -38.0% | -0.3 | 2.4% | u | -6.5% | 6.31µM*

Bioassay records from PubChem.
